High-throughput results: PubChem, several laboratories
GC-B act: human GC-B receptor activators, primary screen, HEK293 GC-B cells, cGMP TR-FRET, EC30 CNP. 0% at EC30 CNP, 100% saturating CNP. activation, % at 10 µM. hit rate 0.11% among 370,000. Atrial natriuretic peptide receptor 2 (Homo sapiens), P20594;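 active means activation at 10 µM reaching about 35% in either raw or pattern-adjusted values, limit read from the data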
MBD2 DNA inh: inhibitors of MBD2 binding to methylated DNA, primary screen, biochemical, TR-FRET, DNA-binding domain, human. MBD2 binding to methylated oligonucleotide. Methyl-CpG-binding domain protein 2 (Homo sapiens), Q9UBB5. hit rate 0.31% among 370,000. inhibition, % at 4.4 µM. AID 686964, 2013; in the data active means inhibition above about 13%
Target sequence (Q9UBB5 whole entry, looked up, the tested form may be a part): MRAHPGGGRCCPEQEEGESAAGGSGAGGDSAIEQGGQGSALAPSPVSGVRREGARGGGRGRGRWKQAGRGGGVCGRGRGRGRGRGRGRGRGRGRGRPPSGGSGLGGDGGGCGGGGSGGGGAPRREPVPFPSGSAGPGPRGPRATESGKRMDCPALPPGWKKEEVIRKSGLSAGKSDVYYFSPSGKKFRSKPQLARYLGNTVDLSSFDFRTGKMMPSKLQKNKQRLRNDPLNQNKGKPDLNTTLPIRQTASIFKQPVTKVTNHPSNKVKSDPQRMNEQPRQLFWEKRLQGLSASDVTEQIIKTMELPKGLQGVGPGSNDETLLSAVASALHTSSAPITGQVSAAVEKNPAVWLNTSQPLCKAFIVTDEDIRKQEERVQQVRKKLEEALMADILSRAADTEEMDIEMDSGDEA
rCAG RNA binder: binders of r(CAG) RNA repeats, primary screen, biochemical, fluorescence. r(CAG) RNA repeat, TO-PRO-1 dye displacement fluorescence. inhibition, % at 3 µM. hit rate 1.3% among 370,000;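 active means inhibition above the plate cutoff, the mean of all test compounds on that plate plus 3 SD, cut at about 35% in these data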;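 further: 0% = DMSO alone and 100% = 100 µM mitoxantrone as full dye displacement; higher means more dye released from RNA so lower well fluorescence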
TDP2 absorb: human TDP2 enzyme inhibitors, primary screen, biochemical, epi absorbance, recombinant enzyme; inhibition, % at 12.8 µM; T5PNP hydrolysis, p-nitrophenol absorbance 415 nm; AID 720702, 2013; hit rate 0.34% among 370,000;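 active means inhibition above the mean of all tested compounds plus 3 SD, set per campaign, cut at about 25% in these data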;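 further: 0% = DMSO with enzyme and 100% = buffer with substrate but no TDP2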
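System – recombinant human TDP2 · Amount – 120 nM TDP2 per well · Buffer or medium – Mg2+-containing Tris-HCl buffer, pH 7.5 · Reagent – T5PNP substrate, 5 mM · Dosing – 12.8 µM single point, 1% DMSO · Incubation – 2 h at 37 °C · Measured by – epi absorbance · Read-out basis – percent inhibition · Benchmarks – high control without enzyme, low control DMSO plus TDP2 · Repeats – singlicate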
PRMT1 inh: PRMT1 methyltransferase inhibitors, primary screen, biochemical, fluorescence polarization | recombinant PRMT1, activity-based probe fluorescence polarization | inhibition, % at 2.79 µM | Protein arginine N-methyltransferase 1 (Homo sapiens), Q99873 | hit rate 1.3% among 370,000 | AID 652257, 2013;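 active means inhibition above about 21% made by adding two undisclosed values, limit read from the data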
HTRA1 inhibitor: HTRA1 serine protease inhibitors, primary screen, biochemical, fluorescence polarization, HTS | AID 504803, 2011 | Q92743 | hit rate 0.5% among 340,000 | inhibition, % at 5.96 µM | recombinant HTRA1, FP-rhodamine activity-based probe; in the data active means inhibition above about 36%;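 further: 0% = enzyme with DMSO and 100% = wells lacking enzyme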
Target sequence (Q92743 whole entry, looked up): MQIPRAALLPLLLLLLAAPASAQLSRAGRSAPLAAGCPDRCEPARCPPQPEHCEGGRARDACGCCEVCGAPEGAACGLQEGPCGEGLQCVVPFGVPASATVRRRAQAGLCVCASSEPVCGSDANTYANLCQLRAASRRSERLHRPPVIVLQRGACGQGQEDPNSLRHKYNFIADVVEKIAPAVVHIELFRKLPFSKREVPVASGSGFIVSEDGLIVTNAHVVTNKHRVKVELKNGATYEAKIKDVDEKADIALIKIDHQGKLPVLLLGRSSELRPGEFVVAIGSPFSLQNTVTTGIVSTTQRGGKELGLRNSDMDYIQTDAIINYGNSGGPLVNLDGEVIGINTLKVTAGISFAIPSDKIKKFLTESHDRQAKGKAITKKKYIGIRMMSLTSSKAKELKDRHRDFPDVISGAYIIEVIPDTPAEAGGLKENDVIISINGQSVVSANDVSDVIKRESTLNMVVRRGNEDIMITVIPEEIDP
ABHD4 inh: ABHD4 inhibitors, primary screen, biochemical, fluorescence polarization, mouse. (Lyso)-N-acylphosphatidylethanolamine lipase (Mus musculus), Q8VD66. purified mABHD4, FP-Rh probe fluorescence polarization. inhibition, % at 8.92 µM. hit rate 0.54% among 370,000. AID 720543, 2013;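 active means inhibition exceeding the mean over every tested compound plus 3 SD, cut at about 30% in these data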;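 further: 0% = plate median of compound wells and 100% = S159A mutant with DMSO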
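Assay system: wild-type mouse ABHD4 protein; compound: single nominal dose of 8.92 µM, 0.89% DMSO final; schedule: 45 min + 60 min at 25 °C; measured by: FP readout, ex 525 nm / em 598 nm; evaluation: % inhibition of FP-Rh probe binding versus controls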
TCR-CD3 inh: inhibitors of human TCR-CD3 interaction, primary screen, biochemical, fluorescence, TAMRA-labeled TCR probe; inhibition, % at 9.4 µM; hit rate 0.37% among 360,000; T-cell receptor (TCR); AID 651800, 2012; in the data active means inhibition above about 19%;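 further: recombinant mutant TCR 2C K166C tagged with TAMRA read by polarization; 0% = receptor in buffer alone and 100% = receptor with positive control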
SIAE inh: human SIAE inhibitors, primary screen, biochemical, fluorescence polarization, FP-Rh probe, 1536-well HTS | hit rate 0.69% among 370,000 | SIAE FP-Rh probe binding | inhibition, % at 9.66 µM | AID 1053197, 2014;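 active means inhibition above a cutoff: mean of compounds within the control limits plus 3 SD of those, cut at about 17% in these data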;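 further: 0% = plate median of compound wells and 100% = probe without SIAE protein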
LEDGF integ inh: blockers of LEDGF/p75-dependent integrase strand transfer – biochemical, TR-FRET, high throughput, primary screen; inhibition, % at 3.7 µM; HIV-1 integrase (with human LEDGF/p75); TR-FRET IN-LEDGF/p75 DNA integration, Eu/Cy5; hit rate 0.64% among 370,000;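 active means inhibition above the screen-wide mean plus 3 SD, cut at about 13% in these data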;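 further: signal is the Cy5 over europium emission ratio at 671 and 618 nm; 0% = plate median of compound wells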
An asterisk follows results filed as active; / = not tested or not shown. A portion of the library (hit frequency here may not be typical).

SMILES	GC-B act	MBD2 DNA inh	rCAG RNA binder	TDP2 absorb	PRMT1 inh	HTRA1 inhibitor	ABHD4 inh	TCR-CD3 inh	SIAE inh	LEDGF integ inh
CCn1c(SCC(=O)Nc2ccccc2N2CCCCC2)nc2c1c(=O)n(C)c(=O)n2C	-7	9	-4	-14	0	-8	-8	-1	-6	-1
COC(=O)c1cc2c(c3c4cc(F)ccc4n(S(=O)(=O)c4ccccc4)c13)C(=O)N(Cc1ccc(C(F)(F)F)cc1)C2	6	-4	13	1	1	/	-10	-5	-1	2
Cc1ccn2cc(CCNC(=O)CC3CCCCC3)nc2c1	-3	0	-1	-5	-1	-6	-5	-8	1	0
CCCCCCc1ccc(N2C[C@H](Cc3ccccc3)[C@@H](CC(=O)NCc3ccc(OC)cc3)C2=O)cc1	1	10	12	4	4	-10	-13	0	-9	0
Nc1nc(-c2ccccc2)c(CCCOc2ccc([N+](=O)[O-])cc2)c(=O)[nH]1	-2	-2	6	3	-2	2	4	2	-9	-2
Cc1ccc(C)c(S(=O)(=O)Nc2ccc(S(=O)(=O)Nc3onc(C)c3C)cc2)c1	-1	-6	5	-3	0	-3	7	-1	2	1
CCN(CC)C(=S)SCC(=O)Nc1nc(=O)c2ccccc2s1	-1	5	9	8	44*	-5	3	-1	1	-2
CCOc1ccc(NC(=O)CCNS(=O)(=O)c2ccc(Br)s2)cc1	-3	-3	-1	2	-3	-10	-3	2	3	1
CC(C)(C)C1CCC(=NNC(=O)CC(=O)NCc2ccccc2)CC1 (stereo not given)	5	0	-1	-10	-1	5	3	10	-3	-4
CNC(=O)CN(c1cccc(Br)c1)S(C)(=O)=O	9	2	3	3	-1	0	-4	1	5	-1

The list goes on, overlapping the part above by 2 compounds.
SMILES	GC-B act	MBD2 DNA inh	rCAG RNA binder	TDP2 absorb	PRMT1 inh	HTRA1 inhibitor	ABHD4 inh	TCR-CD3 inh	SIAE inh	LEDGF integ inh
CC(C)(C)C1CCC(=NNC(=O)CC(=O)NCc2ccccc2)CC1 (stereo not given)	5	0	-1	-10	-1	5	3	10	-3	-4
CNC(=O)CN(c1cccc(Br)c1)S(C)(=O)=O	9	2	3	3	-1	0	-4	1	5	-1
Cc1ccc(-n2c(SC/C=C/c3ccccc3)nnc2-c2cccs2)cc1	-13	-1	5	-4	1	/	-12	/	-5	-2
Cc1ccc(C)c(NS(=O)(=O)c2cc(C(=O)NCCC3=CCCCC3)ccc2C)c1	1	0	1	-4	1	-44	-40	4	-21	-4
O=C(NCN1CCN(c2ccccc2)CC1)c1cnccn1	-3	-2	-2	-10	8	0	4	8	0	2
O=C(Oc1ccc(C(=S)N2CCOCC2)cc1)c1ccc([N+](=O)[O-])cc1[N+](=O)[O-]	0	-3	16	12	1	4	2	9	14	1
O=c1[nH]c2ccccc2nc1Cc1ccc(Cl)cc1	-3	-4	2	8	-3	-1	4	1	-6	3
CCn1nc(C)c(CN2CCC(C(=O)Nc3cccc(-c4cccc(F)c4)c3)CC2)c1C	2	-2	-10	3	-1	7	1	2	4	-1
O=C(O)c1cccc2c3c([nH]c12)CCCC3	8	18*	0	-1	3	-1	-3	-7	0	-3
Cc1ccc(S(=O)(=O)N2CCOCC2)cc1NC(=O)COC(=O)c1ccco1	-3	2	3	-2	-7	-2	-3	4	-1	3
COc1ccc(S(=O)(=O)N2CCC(C(=O)NCCC(=O)Nc3ccccc3OC)CC2)cc1	3	0	0	-2	3	1	5	-4	-1	-3
NC(=O)c1cc2ccccc2o/c1=N/NC(=O)c1cccc(Cl)c1	-2	0	0	0	0	4	0	1	-2	3

Complete entries, quoted from the list:
Results for O=c1[nH]c2ccccc2nc1Cc1ccc(Cl)cc1 → GC-B act = -3; MBD2 DNA inh = -4; rCAG RNA binder = 2; TDP2 absorb = 8; PRMT1 inh = -3; HTRA1 inhibitor = -1; ABHD4 inh = 4; TCR-CD3 inh = 1; SIAE inh = -6; LEDGF integ inh = 3
Results for Cc1ccc(-n2c(SC/C=C/c3ccccc3)nnc2-c2cccs2)cc1 → GC-B act = -13; MBD2 DNA inh = -1; rCAG RNA binder = 5; TDP2 absorb = -4; PRMT1 inh = 1; HTRA1 inhibitor = /; ABHD4 inh = -12; TCR-CD3 inh = /; SIAE inh = -5; LEDGF integ inh = -2

Going on with the list:
SMILES	GC-B act	MBD2 DNA inh	rCAG RNA binder	TDP2 absorb	PRMT1 inh	HTRA1 inhibitor	ABHD4 inh	TCR-CD3 inh	SIAE inh	LEDGF integ inh
O=C(NCCNc1ccc([N+](=O)[O-])cc1C(F)(F)F)c1cccc(F)c1	-10	8	0	-5	2	-13	-4	-5	4	-5
O=C(Nc1ccc(S(=O)(=O)N2CCOCC2)cc1)c1ccc(S(=O)(=O)N2CCOCC2)cc1	-1	-6	1	-6	-2	-2	-1	7	-2	1
CCOC(=O)c1sc(NS(=O)(=O)c2ccc(F)cc2)nc1C	6	-3	15	0	3	-2	-3	-6	-3	5
COc1cc(CN2CCNC(=O)C2CC(=O)NCCCN2CCOCC2)cc(OC)c1 (stereo not given)	3	-3	5	-7	4	8	8	-8	2	-6
CN(C)c1ccc(N2C(=O)CSC2=S)cc1	3	1	16	5	23*	19	29	-46	-15	21*
Cc1cc(C)nc(N2C(=O)CC(C(=O)O)NC2=NCCc2c[nH]c3ccccc23)n1 (stereo not given)	6	4	12	4	3	0	-1	4	1	-3
CCC(CO)Nc1ncnc2c1cnn2-c1ccc(OC)cc1 (stereo not given)	0	2	1	2	-1	-1	2	2	4	-4
Nc1nc(N)c2sc3nc(C(F)(F)F)cc(C(F)(F)F)c3c2n1	5	-2	0	-15	2	-13	-7	-5	-7	-5
COc1ccc(N2C(=O)C(OC(C)=O)C2c2ccc(C)cc2)cc1 (stereo not given)	-4	-2	4	8	0	0	-1	-5	-5	2
Cc1c(C(=O)OCC(=O)N2c3ccccc3CC2C)oc2ccccc12 (stereo not given)	4	-1	4	-9	0	3	5	0	-4	-2

The last 4 compounds of the part before open the next one:
SMILES	GC-B act	MBD2 DNA inh	rCAG RNA binder	TDP2 absorb	PRMT1 inh	HTRA1 inhibitor	ABHD4 inh	TCR-CD3 inh	SIAE inh	LEDGF integ inh
CCC(CO)Nc1ncnc2c1cnn2-c1ccc(OC)cc1 (stereo not given)	0	2	1	2	-1	-1	2	2	4	-4
Nc1nc(N)c2sc3nc(C(F)(F)F)cc(C(F)(F)F)c3c2n1	5	-2	0	-15	2	-13	-7	-5	-7	-5
COc1ccc(N2C(=O)C(OC(C)=O)C2c2ccc(C)cc2)cc1 (stereo not given)	-4	-2	4	8	0	0	-1	-5	-5	2
Cc1c(C(=O)OCC(=O)N2c3ccccc3CC2C)oc2ccccc12 (stereo not given)	4	-1	4	-9	0	3	5	0	-4	-2
c1ccc(-n2ncc3c(NCCN4CCOCC4)ncnc32)cc1	-2	3	2	-5	0	-1	4	0	-3	0
CCOC(=O)/C(C#N)=C/c1ccc(OC(=O)c2ccco2)c(OCC)c1	-7	0	-4	2	-1	-1	0	4	4	-1
CC1CCN(S(=O)(=O)c2ccc(NC(=O)CN3CCCC(C)C3)cc2)CC1 (stereo not given)	9	-3	-4	-3	-2	0	3	3	0	1
Cc1cccc(C)c1NC(=O)C1c2ccccc2Oc2ccccc21	-3	-1	1	2	-2	5	-6	8	-4	1
Nc1ncc(-c2ccc(-c3ccccc3)cc2F)cc1-c1ccccc1F	-7	0	5	-3	3	/	2	-6	3	-1
O=C(CN1CCC(NC(=O)c2cccc(F)c2)CC1)NCc1ccccc1F	-2	-2	-7	3	2	-2	-1	4	-5	1
Cn1nccc1NC(=O)Nc1cccc(Cl)c1	1	4	0	1	-9	-2	9	-4	-1	3
Cc1cc(C(=O)COC(=O)c2ccncc2)c(C)n1Cc1ccco1	4	-1	2	-9	5	-12	8	-7	-4	-5
COc1ccc(/C(N)=N/OC(=O)c2ccc3c(c2)OCO3)cc1	3	-1	-1	-2	0	6	0	9	3	-2
CN1C(=O)C(O)(CC(=O)/C=C/c2ccco2)c2cc(Br)ccc21 (stereo not given)	4	-3	2	-1	1	-9	7	2	0	1
O=C(Nc1ccnn1C1CCN(CCCc2ccccc2)CC1)c1ccccc1	-3	-1	-8	1	-1	-3	1	7	-3	-2
CC(C)NC(=O)Nc1ccc2c(c1)CC(=O)N([C@@H](C)CO)C[C@H](C)[C@@H](CN(C)C(=O)NC1CCCCC1)O2	4	8	-1	-1	2	8	-4	-6	11	-3
COc1ccc(N(CC(=O)NC2CCCCC2)C(=O)c2ccc(C)s2)cc1OC	-3	-2	-4	0	-4	2	-3	-1	-1	4
CCCCNC(=O)CSc1nc2cc3c(cc2c(=O)n1CCC(=O)NCCc1ccc(OC)c(OC)c1)OCO3	-3	7	0	-10	7	1	-10	-9	-4	-5
CC(C)(Oc1ccc(Cl)cc1)C(=O)NCc1ccncc1	0	3	3	-8	-1	2	-2	1	-10	1
Cc1ccc(N2C(=O)C3C=NNC3C2=O)cc1 (stereo not given)	3	2	1	18	-1	4	-8	1	-1	0
O=C(CCN1C(=O)c2ccccc2C1=O)C1=NN[C@@H]2C(=O)N(c3ccc4c(c3)OCCO4)C(=O)[C@H]12	3	3	-1	7	4	/	7	-2	-2	-6
COCc1c(C(=O)N/N=C/c2ccc(C)o2)nnn1-c1nonc1N	3	0	0	9	4	-8	-3	4	6	0
CCOC(=O)c1c(CN(CC)CC)oc2ccc(OC)cc12	4	5	-1	0	0	-3	-3	5	-1	-1
O=C(N/N=C/c1cccc([N+](=O)[O-])c1)c1cc2c(ccc3ccccc32)o1	-4	1	4	-4	-1	-4	1	2	0	0
CCOc1ccc(NC(=O)COc2ccc(N3CC(C(N)=O)CC3=O)cc2)cc1 (stereo not given)	0	-8	4	-9	-1	-7	-2	-5	3	3
